Screens from PubChem.
ERAP1 inh: inhibitors of human ERAP1 aminopeptidase; hit rate 0.15% among 340,000; recombinant ERAP1, Leu-AMC fluorescence, 60 min; AID 652197; inhibition, % at 10.7 µM; Q9NZ08;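 active = mean replicate inhibition of at least 30%, or all replicates individually reaching that 30% level; inactive = mean below 30% and not every replicate reaching it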;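 also: 0% = neutral control wells and 100% = L-leucinethiol positive control wells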
esBAF inh: blocks esBAF chromatin remodeling in mouse ES cells; reporter increase, % at 12.5 µM; Bmi1-luciferase knock-in reporter, 24 h; 100% = twice the neutral-well signal; AID 602393; hit rate 2% among 350,000; in the data active = activation above about 40%; inconclusive = no clear call, values can overlap the other calls;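 also: 0% = median of the plate's neutral control wells and 100% = double that signal; a rise in the Bmi1 reporter signal indicates esBAF inhibition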
Xi reactivation: activators of X-chromosome reactivation in mouse fibroblasts | XiGFP mouse fibroblasts, % GFP-positive cells imaging, 3 d; cells co-treated with 5-aza-dC sensitizer; scaled so ellipticine positive control = 100% | activation, % at 7.58 µM | hit rate 0.055% among 360,000 | AID 743238;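 active = mean normalized replicate activation at least 10% and every replicate at or above 10%; inconclusive = only one of the two criteria met; inactive = mean below 10% and not all replicates reach 10%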;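 also: 0% = median of on-plate neutral control wells and 100% = ellipticine 6 µM median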
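assay system = SV40-immortalized XiGFP fibroblast cells, line 68-5-11 | buffer or medium = DMEM plus 5-aza-dC sensitizer | doses = single-point pinned compound dosing | times = 3-day compound exposure, then 15 min fixation at room temperature | benchmarks = positive control ellipticine, 6 µM final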
E-sel inducer: induces E-selectin expression in human endothelial cells | hit rate 0.37% among 260,000 | HUVEC E-selectin immunofluorescence imaging; normalized: neutral wells 0, TNF-alpha wells 100 | activation, % at 7.58 µM;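 active = mean E-selectin-positive cell signal at least 10% of the positive control, reached in at least 60% of replicates, without over 20% cell loss; inconclusive = no rule given, readout overlaps actives, possibly toxicity-flagged; inactive = the rest, including those meeting only one limit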;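 also: in these data hits start at about 27%; measured in HUVEC primary endothelial cells; signal is the percent of cells scored E-selectin positive by PE staining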
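Assay system: HUVEC, human umbilical vein endothelial cells / Amount: 3,000 HUVEC/well / Controls: TNF-alpha positive control, DMSO neutral control / Compound dosing: single concentration / Medium: EGM-2 over gelatin coat / Evaluation: percent E-selectin-positive cells / Signal: immunofluorescence imaging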
RAD52 anneal inh: inhibitors of human RAD52 DNA annealing; recombinant RAD52 DNA annealing, FRET fluorescence; inhibition, % at 18.7 µM; hit rate 0.46% among 360,000; AID 651710;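 active = every replicate showing at least 50% inhibition; inconclusive = mean inhibition at least 50% but not in every replicate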
Target sequence (P43351 whole entry, looked up): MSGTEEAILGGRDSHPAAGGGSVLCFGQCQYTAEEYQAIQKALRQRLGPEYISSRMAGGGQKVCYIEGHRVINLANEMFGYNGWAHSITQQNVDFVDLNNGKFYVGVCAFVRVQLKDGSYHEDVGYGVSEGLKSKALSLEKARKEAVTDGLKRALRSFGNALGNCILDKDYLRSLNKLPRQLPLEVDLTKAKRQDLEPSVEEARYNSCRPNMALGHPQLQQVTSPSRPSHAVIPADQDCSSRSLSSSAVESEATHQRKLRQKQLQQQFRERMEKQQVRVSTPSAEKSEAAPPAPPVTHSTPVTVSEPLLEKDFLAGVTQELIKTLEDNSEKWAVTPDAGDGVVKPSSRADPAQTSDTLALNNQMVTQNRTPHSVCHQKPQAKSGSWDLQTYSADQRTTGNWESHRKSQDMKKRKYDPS
ERp5 inh: ERp5 (human) disulfide isomerase inhibition | Q15084 | ERp5 insulin aggregation, absorbance 650 nm, 90 min | inhibition, % at 9.99 µM | hit rate 0.05% among 350,000 | AID 651711;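 active = mean replicate inhibition above about 25%, with every replicate also reaching it, limit read from the data, passing the limit was not always enough; inconclusive = only one of those two criteria met; inactive = neither criterion met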
Target sequence (Q15084 whole entry, looked up): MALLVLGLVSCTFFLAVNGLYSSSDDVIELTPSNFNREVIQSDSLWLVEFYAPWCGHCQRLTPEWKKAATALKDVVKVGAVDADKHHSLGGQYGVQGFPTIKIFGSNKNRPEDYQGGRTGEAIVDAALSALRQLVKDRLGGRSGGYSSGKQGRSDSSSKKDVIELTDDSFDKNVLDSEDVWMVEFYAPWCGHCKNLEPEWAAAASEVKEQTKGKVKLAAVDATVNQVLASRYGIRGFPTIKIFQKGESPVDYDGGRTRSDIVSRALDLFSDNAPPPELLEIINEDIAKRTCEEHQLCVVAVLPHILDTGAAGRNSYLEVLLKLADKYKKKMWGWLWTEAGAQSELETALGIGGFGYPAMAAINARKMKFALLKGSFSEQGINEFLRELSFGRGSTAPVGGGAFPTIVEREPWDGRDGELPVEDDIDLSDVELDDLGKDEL
RAD54 inh: inhibitors of human RAD54 branch migration. Q92698. inhibition, % at 10.4 µM. RAD54 Holliday junction branch migration, FAM/BHQ fluorescence. hit rate 0.14% among 360,000. AID 602329;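 active = mean normalized replicate activity at least 40 and at least half of replicates scoring 40 or more; inconclusive = only one of the two criteria met; inactive = mean below 40 and under half of replicates reaching 40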;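 also: 0% = median of neutral control wells and 100% = median of positive control wells; inhibitors cause a drop in the FAM fluorescence signal; in these data hits start at about 50%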
S100A4 inh HTS: blocks human S100A4 binding to myosin IIA peptide; P26447; S100A4/TAMRA-MyoIIA peptide fluorescence polarization; inhibition, % at 10.7 µM; hit rate 0.14% among 360,000; AID 652163;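 active = mean inhibition of at least 70% across replicates, with every replicate also reaching that level; inconclusive = mean inhibition reaches 70% but some replicates fall short; inactive = mean inhibition below 70%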
Target sequence (P26447 whole entry, looked up): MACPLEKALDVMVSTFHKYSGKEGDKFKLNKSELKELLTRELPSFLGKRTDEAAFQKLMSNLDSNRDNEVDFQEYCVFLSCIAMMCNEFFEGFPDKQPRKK
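Test system: S100A4 monomer protein; Medium: HEPES pH 7.2 with CaCl2, KCl, NaCl, DTT, Triton; Probe or stimulus: TAMRA-labelled myosin IIA heavy-chain peptide probe, 5 nM; Doses: one dose per compound; Times: polarization read 5 min after assay mix addition, stable 5–60 min; Benchmarks: neutral control DMSO, positive control TFP.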
Active calls of the source: *; ? = inconclusive; · = no result given.

The first four entries as a preview:
Compound	ERAP1 inh	esBAF inh	Xi reactivation	E-sel inducer	RAD52 anneal inh	ERp5 inh	RAD54 inh	S100A4 inh HTS
O=C(N[C@H]1CC[C@H](CC(=O)N2CCC(Cc3ccccc3)CC2)O[C@H]1CO)c1cnccn1	3	11	-0.3	1.4	1	-2	8	-44
CC(=O)N1CC=CC1(C)C(=O)O (stereo unspecified)	·	0	0.0	-0.1	-69	-4	3	-7
CC(NC(=O)C1CCN(C(=O)c2cccs2)CC1)c1ccc(S(N)(=O)=O)cc1 (stereo unspecified)	2	-2	-0.5	-0.2	4	-8	·	5
COc1ccccc1NC(=O)c1ccc(NC(=O)CSc2n[nH]c(N)n2)cc1	-9	10	0.2	0.1	-18	5	2	-4

All compounds of this part, previewed entries included:
Compound	ERAP1 inh	esBAF inh	Xi reactivation	E-sel inducer	RAD52 anneal inh	ERp5 inh	RAD54 inh	S100A4 inh HTS
O=C(N[C@H]1CC[C@H](CC(=O)N2CCC(Cc3ccccc3)CC2)O[C@H]1CO)c1cnccn1	3	11	-0.3	1.4	1	-2	8	-44
CC(=O)N1CC=CC1(C)C(=O)O (stereo unspecified)	·	0	0.0	-0.1	-69	-4	3	-7
CC(NC(=O)C1CCN(C(=O)c2cccs2)CC1)c1ccc(S(N)(=O)=O)cc1 (stereo unspecified)	2	-2	-0.5	-0.2	4	-8	·	5
COc1ccccc1NC(=O)c1ccc(NC(=O)CSc2n[nH]c(N)n2)cc1	-9	10	0.2	0.1	-18	5	2	-4
Cc1cc(C)n(CCC(=O)Nc2cccc(F)c2)n1	-3	-7	-0.1	-0.2	-5	2	-8	3
O=C(C[C@@H]1C=C[C@@H](NC(=O)CC2CC2)[C@H](CO)O1)NCc1ccc(Cl)cc1	-6	-5	-0.3	-0.1	6	1	-2	9
O=C(Nc1cccnc1Cl)c1cccc(F)c1	-2	·	0.1	3.8	-7	-7	·	-6
NC(=O)c1ccc(N2CCOCC2)nc1	9	·	0.1	·	-9	4	·	-2
COc1ccccc1N1CCN(C(=O)CNC(=O)Cn2cnc3sc(C)c(C)c3c2=O)CC1	3	-6	0.0	0.6	6	7	-12	-1
COc1cccc(Oc2c(C)oc3c(CN4CCCC4)c(O)ccc3c2=O)c1	-16	·	-0.1	·	-16	-6	·	-1
O=C(NCc1ccco1)c1cc(-c2ccccc2)nn1CC1CC(c2cccnc2)=NO1 (stereo unspecified)	·	-4	0.1	-0.2	·	·	4	·
CC(C)CNC(=O)CC(c1ccccc1)c1ccccc1	5	-11	0.1	·	9	-3	0	1

Quoted from the entries so far, 2 compounds:
Compound	ERAP1 inh	esBAF inh	Xi reactivation	E-sel inducer	RAD52 anneal inh	ERp5 inh	RAD54 inh	S100A4 inh HTS
O=C(N[C@H]1CC[C@H](CC(=O)N2CCC(Cc3ccccc3)CC2)O[C@H]1CO)c1cnccn1	3	11	-0.3	1.4	1	-2	8	-44
CC(=O)N1CC=CC1(C)C(=O)O (stereo unspecified)	·	0	0.0	-0.1	-69	-4	3	-7

(next part)
Compound	ERAP1 inh	esBAF inh	Xi reactivation	E-sel inducer	RAD52 anneal inh	ERp5 inh	RAD54 inh	S100A4 inh HTS
CC1CC(C)CN(C(=O)c2cc(S(=O)(=O)N3CCCCC3)ccc2Cl)C1 (stereo unspecified)	-4	5	0.0	·	-2	3	-7	7
Cc1cnc(NC(=O)C(C)N2CCN(C)CC2)s1 (stereo unspecified)	2	·	0.4	·	-26	5	·	3
COc1cc(C(=O)OCC(=O)NC2CCS(=O)(=O)C2)ccc1OCc1c(C)noc1C (stereo unspecified)	-1	·	0.0	·	-2	-2	·	1
COc1ccc(-c2cccc(-c3nc4ccc(Cl)cn4c3NC3CCCCC3)c2)cc1	0	-6	0.0	-0.1	-106	-6	-9	-3
COc1ccc(-n2nnc3c(SCC(=O)N4CCCc5ccccc54)ncnc32)cc1	2	1	0.0	3.4	-2	8	·	-7
C=CCNC(=O)c1cc2cccc(OC)c2oc1=O	0	·	0.0	0.5	-25	0	·	-3
CC1=NN(c2ccc(C(F)(F)F)cn2)C(=O)C1	0	-12	0.0	0.7	-32	2	-3	10
COc1ccc(S(=O)(=O)N(C)CC(=O)Nc2cccc(C(C)=O)c2)cc1	-2	1	·	·	-10	?	-1	-1
CO[C@@H]1CN(C)C(=O)c2cc(NS(C)(=O)=O)ccc2OC[C@@H](C)N(CC2CCCCC2)C[C@H]1C	-2	-4	0.0	-0.1	1	0	-4	4
CC(C)NC(=O)N(C)C[C@@H]1OCCCC[C@H](C)Oc2ccc(NC(=O)Nc3ccc(F)cc3)cc2C(=O)N([C@H](C)CO)C[C@@H]1C	-5	3	0.1	0.1	-7	4	1	3
N#C[C@H]1[C@@H](c2ccc(C#Cc3ccccc3F)cc2)[C@@H](CO)N1C(=O)C1CCCC1	1	·	0.0	0.1	-73	-4	·	4
O=C1NC(c2ccc3c(c2)OCO3)c2c(-c3ccccc3)n[nH]c21 (stereo unspecified)	2	·	0.2	-0.3	7	-1	·	1
Cc1ccc(S(=O)(=O)N2CCCCC2)cc1	3	0	0.0	-1.7	-9	0	-1	-2
Cc1cc(/C=C2\C(=N)N3N=C(C(C)C)SC3=NC2=O)c(C)n1Cc1ccccc1	·	-6	0.0	·	-23	6	-8	0
NS(=O)(=O)c1ccc(NC(=O)COC(=O)CCc2c[nH]c3ccccc23)cc1	2	·	0.2	·	-22	0	·	-4
O=C(NCCc1ccc(Cl)cc1)c1ccc(NC2=NC3CS(=O)(=O)CC3S2)cc1 (stereo unspecified)	3	-3	0.1	·	-5	2	1	0
C[C@@H]1CN([C@H](C)CO)C(=O)Cc2cc(NS(=O)(=O)c3ccc(F)cc3)ccc2O[C@H]1CN(C)C(=O)NC1CCCCC1	-2	1	-0.5	-0.1	-7	12	7	4
CCOC(=O)C1(Cc2ccc(Cl)cc2)CCN(Cc2ccon2)CC1	-2	·	0.5	0.0	-8	0	·	-13
COc1ccc(-c2oc3ccc(N4CCOCC4)cc3c2/C=C/c2ccc(OC)c(OC)c2)cc1	-2	-2	0.0	0.4	-13	0	2	-7
Cc1cc2cc(C)c(NCCNC(=O)c3cccs3)nc2cc1C	3	·	0.2	·	-1	-3	·	1
O=C(CSc1nncs1)NC1CCCc2ccccc21 (stereo unspecified)	-1	·	0.3	9.2	-12	-4	·	0
O=C(CNC(=O)c1cccs1)OCc1c(F)cccc1Cl	-2	5	0.1	1.3	8	3	-1	-3
COc1ccc(/C=N/NC(=O)c2cccc(Br)c2)cc1COc1ccccn1	0	0	0.0	0.2	-9	25	-5	-7
COc1ccc(NC(=O)C2CC(=O)N=C(N)S2)cc1 (stereo unspecified)	0	-6	0.1	·	-1	-5	8	3
COc1ccc(-n2c(=S)[nH]c3cc(C(=O)Nc4cc(OC)c(OC)c(OC)c4)ccc3c2=O)c(OC)c1	-2	-2	-0.1	-0.1	-4	4	0	-3
Cc1cc(-c2c(C(=O)N3CCOCC3)c(C)nn2-c2cccc(C(F)(F)F)c2)no1	2	·	0.0	·	-20	2	·	-7
C[C@@H]1CN([C@H](C)CO)C(=O)c2cc(C#CCN(C)C)cnc2O[C@@H]1CN(C)Cc1ccccn1	-5	-9	0.1	0.1	-9	1	7	-5
CCc1ccc(OCC(=O)O/N=C(\N)c2ccncc2)cc1	-2	·	0.1	-0.6	-20	-6	0	1
CCCCN=C1NN=C(c2ccc3c(c2)OCCO3)CS1	6	·	0.0	·	-26	?	·	-14
CNC[C@@H]1Oc2ccc(NS(=O)(=O)c3ccc(F)cc3)cc2CC(=O)N([C@@H](C)CO)C[C@@H]1C	-4	-8	-0.3	-2.1	24	-2	2	-11
Cc1ccc(C(=O)Nc2nc(-c3ccc(F)cc3)cs2)o1	4	16	0.1	0.8	-51	0	-11	4
COc1ccccc1-c1cnc(C(O)c2ccc(F)c(C)c2)[nH]1 (stereo unspecified)	1	-6	-0.1	0.0	-17	6	0	-1
CN1OC[C@@H]2CN(C(=O)Nc3ccccc3)[C@H](c3ccc(N4CCCCC4)cc3)C[C@@H]21	·	-6	0.0	14	-34	-2	-12	-14
CCOc1ccccc1C(=O)OCC(=O)Nc1cc(S(=O)(=O)N2CCOCC2)ccc1C	3	1	0.1	·	-17	-13	6	-5
CCN(CC)S(=O)(=O)c1ccc(Cl)c(NC(=O)COC(=O)/C=C/c2ccc(O)c(OC)c2)c1	-1	·	0.1	7.7	-3	-2	6	1
Cc1nc2sccn2c(=O)c1S(=O)(=O)Nc1ccc(N2CCN(C(=O)C(C)C)CC2)cc1	1	1	0.0	0.3	7	-1	1	1

Of the compounds above, four have a thiophene ring, fused or not:
Compound	ERAP1 inh	esBAF inh	Xi reactivation	E-sel inducer	RAD52 anneal inh	ERp5 inh	RAD54 inh	S100A4 inh HTS
CC(NC(=O)C1CCN(C(=O)c2cccs2)CC1)c1ccc(S(N)(=O)=O)cc1 (stereo unspecified)	2	-2	-0.5	-0.2	4	-8	·	5
COc1ccccc1N1CCN(C(=O)CNC(=O)Cn2cnc3sc(C)c(C)c3c2=O)CC1	3	-6	0.0	0.6	6	7	-12	-1
Cc1cc2cc(C)c(NCCNC(=O)c3cccs3)nc2cc1C	3	·	0.2	·	-1	-3	·	1
O=C(CNC(=O)c1cccs1)OCc1c(F)cccc1Cl	-2	5	0.1	1.3	8	3	-1	-3
